Bioassay records from PubChem BioAssay.
D2 potentiator: D2 dopamine receptor (human) potentiation. potentiation, % at 10 µM. HEK293 T-REx D2, calcium flux, EC20 dopamine potentiation. actives 0.34% (n = 340,000);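 active means potentiation over 3 SD above the plate norm, cut at about 30% in these data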; further: 0% is about no effect
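Potentiation of an EC20 dopamine calcium response measured kinetically over 180 s, after a preceding 180 s compound-only read flagging agonists. Cells: inducible Hek293 Trex D2 line, 4000/well, cultured overnight at 30 C before dye loading.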
TRHR agonist: agonists of human TRH receptor; AID 493084; activation, % at 2 µM; P34981; actives 0.18% (n = 360,000); TRHR cells, calcium flux fluo-8, FDSS agonist mode; further: 0% is about no effect
Target sequence (P34981 whole entry, looked up): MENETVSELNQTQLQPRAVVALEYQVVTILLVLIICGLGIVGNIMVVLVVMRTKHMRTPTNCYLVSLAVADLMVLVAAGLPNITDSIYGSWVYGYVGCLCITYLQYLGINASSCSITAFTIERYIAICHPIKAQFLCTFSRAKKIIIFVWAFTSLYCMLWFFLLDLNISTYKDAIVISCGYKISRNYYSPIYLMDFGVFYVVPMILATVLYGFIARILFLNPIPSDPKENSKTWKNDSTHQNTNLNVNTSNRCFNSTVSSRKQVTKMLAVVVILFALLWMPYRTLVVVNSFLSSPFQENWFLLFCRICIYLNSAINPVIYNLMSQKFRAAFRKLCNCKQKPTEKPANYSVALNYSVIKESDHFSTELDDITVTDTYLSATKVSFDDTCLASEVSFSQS
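In this calcium-flux screen, cells bearing human TRHR are dye-loaded with fluo-8, baselined for 10 cycles, then exposed to library compounds; positive kinetic calcium responses during the agonist phase mark hits, with TRH as control.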
D1 PAM: enhances dopamine response at the human D1 receptor | potentiation, % at 10 µM | P21728 | actives 0.036% (n = 360,000) | AID 504651 | HEK293 TREx D1 cells, calcium flux, dopamine EC20 potentiation; in the data active means potentiation above about 30%; further: 0% is about no effect
Target sequence (P21728 whole entry, looked up): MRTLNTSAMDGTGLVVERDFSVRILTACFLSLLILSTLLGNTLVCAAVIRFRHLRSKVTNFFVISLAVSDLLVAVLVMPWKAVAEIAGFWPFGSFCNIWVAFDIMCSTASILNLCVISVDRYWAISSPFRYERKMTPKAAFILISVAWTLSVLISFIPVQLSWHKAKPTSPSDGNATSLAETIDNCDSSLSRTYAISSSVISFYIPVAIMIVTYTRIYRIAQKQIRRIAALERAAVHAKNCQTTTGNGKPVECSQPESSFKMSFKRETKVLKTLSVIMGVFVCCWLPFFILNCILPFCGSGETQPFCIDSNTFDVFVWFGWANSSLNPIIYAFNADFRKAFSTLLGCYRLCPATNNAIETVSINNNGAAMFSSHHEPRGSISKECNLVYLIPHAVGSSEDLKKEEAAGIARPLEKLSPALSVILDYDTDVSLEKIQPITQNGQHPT
D2 antagonist: D2 dopamine receptor (human) antagonism | P14416 | HEK293 TREx D2 cells, calcium flux, dopamine EC80 | inhibition, % at 10 µM | actives 2% (n = 340,000); in the data active means inhibition above about 30%; further: 0% is about no effect
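Antagonism is scored as inhibition of an EC80 dopamine-evoked calcium signal in a force-coupled, tetracycline-inducible HEK293 T-REx D2 line, with compound present 180 s before agonist.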
TRHR enhancer: allosterically enhances the human TRH receptor; TRHR cells, fluo-8 calcium fluorescence, EC20 TRH enhancement; enhancement, % at 2 µM; actives 0.66% (n = 360,000); in the data active means enhancement above about 30%; further: 0% is about no effect
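Enhancer read-out: after compound pinning and an initial kinetic agonist-mode read, an EC20 of TRH (10 nM final) was injected and fluo-8 calcium signal (Ex 480/Em 530) followed at 1 s/cycle for 100 cycles in TRHR-expressing cells.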
D1 agonist: agonists of human D1 dopamine receptor | P21728 | activation, % at 2 µM | AID 504660 | actives 1% (n = 360,000) | HEK293 T-REx D1 cells, calcium flux, agonist mode; further: 0% is about no effect
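Agonism was scored from calcium flux recorded over 180 s (1 read/s) after pintool compound addition, following a 10-cycle baseline. Cells were inducible force-coupled HEK293 TREx D1, plated overnight at 30 C and loaded with no-wash calcium dye.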
D2 ag: D2 dopamine receptor (human) agonism; HEK293 T-REx D2 cells, calcium flux agonist mode; AID 485358; P14416; activation, % at 2 µM; actives 0.53% (n = 340,000);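 active means activation over 3 SD above normal in the single-dose calcium agonist read, cut at about 30% in these data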; further: 0% is about no effect
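Agonism scored from kinetic calcium signal (1 read/sec, 180 s) following compound pin transfer, after a 10 s baseline. Cells: HEK293 Trex line expressing inducible D2 receptor coupled to calcium, dye-loaded after overnight culture at 30 C.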
RXFP1 antag: blocks the human relaxin receptor RXFP1 | Q9HBX9 | HEK293-RXFP1, relaxin-stimulated cAMP HTRF, 30 min; hits give low values | activity change, negative = inhibition, % at 57.5 µM | actives 0.59% (n = 350,000) | AID 1259400;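 active means activity change of -60% or lower, but not beyond a set lower limit; inconclusive means change between -60% and -40%, or beyond the set limit; inactive means change above -40%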; further: on the % scale 0 is the no-effect control and ±100 the full control effect
D1 antag: blocks dopamine activation of the human D1 receptor; P21728; HEK293 TREx D1 cells, calcium flux, dopamine EC80; hits give low values; activity change, negative = inhibition, % at 10 µM; actives 3.2% (n = 360,000); AID 504652; in the data active means activity change below about -30%; further: on the % scale 0 is the no-effect control and ±100 the full control effect
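Kinetic fluorescence of a calcium dye serves as the read-out. D1-expressing Hek293 Trex cells, induced overnight at 30 C, are exposed to compound for 180 s before an EC80 dopamine addition, then read 180 s further.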
* = called active by the depositor. Unless noted, no stated cut-off is given here; in the data, active means activation above about 30%; inactive means the rest.

What do the screens show for `NC(=O)c1ccc(NC(=O)CCCN2C(=O)c3ccccc3C2=O)cc1`?
TRHR agonist: 0.1; D1 PAM: -3.4; TRHR enhancer: 11.2; D1 agonist: 1.6; RXFP1 antag: 16.9; D1 antag: 6.4

What do the screens show for `CS(=O)(=O)Nc1nnc(SCC(=O)N(c2ccccc2)c2ccccc2)s1`?
D2 potentiator: -0.1; TRHR agonist: -0.8; D1 PAM: -2.2; D2 antagonist: 0.9; TRHR enhancer: 0.5; D1 agonist: -0.3; D2 ag: 2.1; RXFP1 antag: -11.5; D1 antag: -5.5

What do the screens show for `COc1ccc(Nc2ncc3c(n2)CCN(Cc2cccc(F)c2F)C3)c(OC)c1`?
D2 potentiator: 7.2; TRHR agonist: -0.4; D1 PAM: 0.1; TRHR enhancer: 3.8; D1 agonist: -1.3; D2 ag: 1.8; RXFP1 antag: 1.5; D1 antag: -15.0

What do the screens show for `CCC(=O)Nc1ccccc1-c1nc2ccccc2n(CC(=O)c2ccc(Br)cc2)c1=O`?
D2 potentiator: -8.6; TRHR agonist: -0.3; D1 PAM: -0.5; TRHR enhancer: -0.9; D1 agonist: -0.8; D2 ag: -0.1; RXFP1 antag: -5.3; D1 antag: -1.4

How did CCC(C(=O)OCC(=O)c1ccc2c(c1)NC(=O)CO2)c1ccccc1 (stereo not drawn) do in these assays?
D2 potentiator: 2.3; TRHR agonist: -0.5; D1 PAM: 1.9; D2 antagonist: -16.9; TRHR enhancer: -0.1; D1 agonist: 3.4; D2 ag: 2.4; RXFP1 antag: -3.0; D1 antag: -9.3

What do the screens show for `COc1cccc(/C=C/C(=O)Nc2ccc3c(c2)OCCO3)c1`?
TRHR agonist: 0.0; D1 PAM: -6.3; TRHR enhancer: -5.6; D1 agonist: -1.1; RXFP1 antag: -1.6; D1 antag: -16.2

What do the screens show for `Cc1ccccc1NC(=O)C(C)SCc1ccccc1` (stereo not drawn)?
D2 potentiator: -10.2; TRHR agonist: -0.3; D1 PAM: -1.9; D2 antagonist: 3.4; TRHR enhancer: 18.0; D1 agonist: 2.6; D2 ag: -0.3; RXFP1 antag: -0.5; D1 antag: -27.8

How did O=C(c1ccccc1-c1ccccc1)N1CCOCC1 do in these assays?
D2 potentiator: 6.9; TRHR agonist: 0.0; D1 PAM: -0.9; D2 antagonist: -19.2; TRHR enhancer: -8.0; D1 agonist: -0.4; D2 ag: -1.9; RXFP1 antag: -5.1; D1 antag: -15.1

What do the screens show for `CC(=O)c1ccc(NC(=O)CCc2c(C)nn(-c3ccc(N4CCCCC4)nn3)c2C)cc1`?
D2 potentiator: -8.0; TRHR agonist: -0.5; D1 PAM: -0.5; TRHR enhancer: 2.6; D1 agonist: 0.3; D2 ag: -0.2; RXFP1 antag: 7.9; D1 antag: -14.6

What do the screens show for `CNCc1ccccc1Sc1ccc(OC)cc1`?
D2 potentiator: -0.5; TRHR agonist: -0.1; D1 PAM: -1.1; D2 antagonist: -1.3; TRHR enhancer: 8.9; D1 agonist: 8.6; D2 ag: 0.6; RXFP1 antag: -13.8; D1 antag: 8.1

Results for COc1cccc(C(=O)Nc2cccc(-c3nnc(-c4ccco4)o3)c2)c1 ?
D2 potentiator: 2.2; TRHR agonist: -0.2; D1 PAM: -6.0; D2 antagonist: -20.8; TRHR enhancer: -2.5; D1 agonist: -0.4; D2 ag: -1.0; RXFP1 antag: inconclusive; D1 antag: -12.5

Results for CC(C)(C)NC(=O)c1cc(-c2ccc3c(c2)OCO3)nc2ccccc12 ?
D2 potentiator: -4.9; TRHR agonist: 0.8; D1 PAM: 0.1; D2 antagonist: -1.7; TRHR enhancer: -1.1; D1 agonist: 2.5; D2 ag: 0.7; RXFP1 antag: -0.4; D1 antag: -8.1

How did CCOC(=O)c1c(NC(=O)C2C3C=CC(C3)C2C(=O)O)sc2c1CCCC2 (stereo not drawn) do in these assays?
D2 potentiator: 10.3; TRHR agonist: 0.0; D1 PAM: 0.8; D2 antagonist: -3.8; TRHR enhancer: -6.5; D1 agonist: 0.9; D2 ag: 0.6; RXFP1 antag: -5.4; D1 antag: -0.6

Results for CC(Sc1nc2ncc(Cl)cc2[nH]1)C(=O)Nc1ccc(C(N)=O)cc1 (stereo not drawn) ?
D2 potentiator: 4.7; TRHR agonist: -0.2; D1 PAM: -5.8; D2 antagonist: 1.2; TRHR enhancer: 19.4; D1 agonist: 2.0; D2 ag: 0.4; RXFP1 antag: 5.0; D1 antag: 2.4

Results for O=C(O)c1ccnc(C(=O)O)c1 ?
D2 potentiator: 2.7; TRHR agonist: -1.5; D1 PAM: -3.3; D2 antagonist: -35.5; TRHR enhancer: -1.2; D1 agonist: 2.7; D2 ag: -0.7; RXFP1 antag: -12.0; D1 antag: 9.2

What do the screens show for `CNC(=O)NNC(=O)c1csc(Cc2c(Cl)sc3ccc(Cl)cc23)n1`?
D2 potentiator: 8.1; TRHR agonist: -0.1; D1 PAM: 5.1; D2 antagonist: 9.3; TRHR enhancer: 8.7; D1 agonist: -0.1; D2 ag: 2.0; RXFP1 antag: 14.9; D1 antag: 14.0

What do the screens show for `CCCCn1c(N)c(N(CCOC)C(=O)C2CCN(C(=O)c3ccccc3C)CC2)c(=O)[nH]c1=O`?
D2 potentiator: -3.1; TRHR agonist: 0.5; D1 PAM: -2.6; D2 antagonist: -4.8; TRHR enhancer: -1.2; D1 agonist: 0.6; D2 ag: 0.9; RXFP1 antag: 0.8; D1 antag: 5.0

What do the screens show for `COc1ccccc1NC(=O)Cc1noc(CSc2cccc[n+]2[O-])n1`?
D2 potentiator: -1.1; TRHR agonist: 0.2; D1 PAM: 1.2; D2 antagonist: 24.9; TRHR enhancer: -1.5; D1 agonist: 2.0; RXFP1 antag: -1.9; D1 antag: 1.4

How did CCCC(c1nnnn1C1CCCC1)N1CCN(c2ccccc2F)CC1 (stereo not drawn) do in these assays?
D2 potentiator: -7.5; TRHR agonist: -0.1; D1 PAM: -5.7; D2 antagonist: -1.0; TRHR enhancer: -4.0; D1 agonist: 2.2; D2 ag: 0.2; RXFP1 antag: -0.7; D1 antag: 21.5

What do the screens show for `N#C/C(=C/c1ccco1)c1nc2ccccc2s1`?
D2 potentiator: 1.6; TRHR agonist: -0.7; D1 PAM: 8.4; D2 antagonist: -4.5; TRHR enhancer: 3.9; D1 agonist: 5.0; D2 ag: 0.9; D1 antag: -0.8

Next part (three carried over from the part before).
What do the screens show for `COc1ccccc1NC(=O)Cc1noc(CSc2cccc[n+]2[O-])n1`?
D2 potentiator: -1.1; TRHR agonist: 0.2; D1 PAM: 1.2; D2 antagonist: 24.9; TRHR enhancer: -1.5; D1 agonist: 2.0; RXFP1 antag: -1.9; D1 antag: 1.4

How did CCCC(c1nnnn1C1CCCC1)N1CCN(c2ccccc2F)CC1 (stereo not drawn) do in these assays?
D2 potentiator: -7.5; TRHR agonist: -0.1; D1 PAM: -5.7; D2 antagonist: -1.0; TRHR enhancer: -4.0; D1 agonist: 2.2; D2 ag: 0.2; RXFP1 antag: -0.7; D1 antag: 21.5

What do the screens show for `N#C/C(=C/c1ccco1)c1nc2ccccc2s1`?
D2 potentiator: 1.6; TRHR agonist: -0.7; D1 PAM: 8.4; D2 antagonist: -4.5; TRHR enhancer: 3.9; D1 agonist: 5.0; D2 ag: 0.9; D1 antag: -0.8

How did CC1CCN(C(=O)C2CCN(S(=O)(=O)c3cc(Cl)ccc3Cl)CC2)CC1 do in these assays?
D2 potentiator: 0.7; TRHR agonist: 0.4; D1 PAM: -5.2; D2 antagonist: 10.0; TRHR enhancer: 3.7; D1 agonist: 0.6; D2 ag: -1.7; RXFP1 antag: 2.4; D1 antag: -9.9

What do the screens show for `CCc1cc2c(=O)n(Cc3ccco3)c(SCC(=O)NC3CCS(=O)(=O)C3)nc2s1` (stereo not drawn)?
D2 potentiator: 7.0; TRHR agonist: 0.3; D1 PAM: -5.2; D2 antagonist: 6.6; TRHR enhancer: 2.1; D1 agonist: 0.0; D2 ag: -1.3; RXFP1 antag: 2.1; D1 antag: 7.6

What do the screens show for `CC(Nc1c([N+](=O)[O-])c(=O)oc2ccccc12)c1ccccc1` (stereo not drawn)?
D2 potentiator: 1.6; TRHR agonist: -0.3; D1 PAM: -11.7; D2 antagonist: -1.3; TRHR enhancer: 0.5; D1 agonist: 5.4; D2 ag: -0.7; RXFP1 antag: 3.8; D1 antag: 8.6

Results for CC1(C)CC(=O)c2cnc(NC(=O)CSC(=S)N3CCCCC3)nc2C1 ?
D2 potentiator: 9.4; TRHR agonist: -0.8; D1 PAM: 3.2; D2 antagonist: 9.6; TRHR enhancer: 3.4; D1 agonist: 0.1; D2 ag: -0.8; RXFP1 antag: 1.0; D1 antag: -6.8

Results for Cc1ccc(-c2cc(NC(=O)c3ccccc3)on2)cc1 ?
D2 potentiator: 0.7; TRHR agonist: 8.1; D1 PAM: -5.1; D2 antagonist: -1.5; TRHR enhancer: 12.7; D1 agonist: 16.4; D2 ag: 10.3; RXFP1 antag: 29.2; D1 antag: -21.8

What do the screens show for `O=C(NC(=S)Nc1nc(-c2ccccc2)cs1)c1cccs1`?
D2 potentiator: 12.2; TRHR agonist: -0.8; D1 PAM: -10.8; D2 antagonist: -6.9; TRHR enhancer: 0.2; D1 agonist: 16.2; D2 ag: -0.8; RXFP1 antag: -1.4; D1 antag: 3.0

Results for COc1ccc(CNC(=O)CCCN2C(=O)CSc3c2c(C)nn3-c2ccccc2)c(OC)c1 ?
D2 potentiator: 6.3; TRHR agonist: -0.6; D1 PAM: -3.6; TRHR enhancer: -2.1; D1 agonist: -0.4; D1 antag: 4.4

Results for O=Cc1c(OCc2ccccc2)ccc2ccccc12 ?
D2 potentiator: -7.1; TRHR agonist: 0.3; D1 PAM: 3.0; D2 antagonist: 6.0; TRHR enhancer: -1.3; D1 agonist: 7.1; D2 ag: 1.1; RXFP1 antag: -23.9; D1 antag: 15.8

How did Cc1nc2sc(C(c3ccc(Cl)cc3)N3CCN(C(=O)c4ccco4)CC3)c(O)n2n1 (stereo not drawn) do in these assays?
D2 potentiator: 1.3; TRHR agonist: 0.0; D1 PAM: 1.2; D2 antagonist: -1.8; TRHR enhancer: 2.2; D1 agonist: 2.5; D2 ag: -0.4; RXFP1 antag: -4.3; D1 antag: 5.6

Results for COc1c(C)cc(C(=O)C2CCCN(C(=O)CCCn3cncn3)C2)cc1C (stereo not drawn) ?
TRHR agonist: -0.3; D1 PAM: -1.8; TRHR enhancer: 7.2; D1 agonist: 1.3; RXFP1 antag: -3.5; D1 antag: -8.0

How did COc1cccc(N2CCN(C(=O)c3ccc(CS(=O)c4ccccc4C)o3)CC2)c1 (stereo not drawn) do in these assays?
D2 potentiator: -6.2; TRHR agonist: -1.0; D1 PAM: -4.1; D2 antagonist: -7.5; TRHR enhancer: -10.3; D1 agonist: 0.9; D2 ag: -0.5; RXFP1 antag: -8.6; D1 antag: 0.0

Results for Cc1csc(NC(=O)CSc2ccc([N+](=O)[O-])cn2)n1 ?
D2 potentiator: -9.7; TRHR agonist: -1.0; D1 PAM: -8.0; D2 antagonist: 1.3; TRHR enhancer: -1.2; D1 agonist: 0.4; D2 ag: -1.9; RXFP1 antag: 2.5; D1 antag: -22.3
